# KCNK9 inh: human KCNK9 channel inhibition; 1.2% of 310,000 active; B-score at 10 µM; HEK293 KCNK9, FluxOR thallium flux fluorescence; active compounds read low;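 active means ratio B-score over 3 SD below the library mean, with starting fluorescence within 5 SD of its mean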;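 further: negative B-score means less thallium flux so channel inhibition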
# Target sequence (Q9NPC2 whole entry, looked up): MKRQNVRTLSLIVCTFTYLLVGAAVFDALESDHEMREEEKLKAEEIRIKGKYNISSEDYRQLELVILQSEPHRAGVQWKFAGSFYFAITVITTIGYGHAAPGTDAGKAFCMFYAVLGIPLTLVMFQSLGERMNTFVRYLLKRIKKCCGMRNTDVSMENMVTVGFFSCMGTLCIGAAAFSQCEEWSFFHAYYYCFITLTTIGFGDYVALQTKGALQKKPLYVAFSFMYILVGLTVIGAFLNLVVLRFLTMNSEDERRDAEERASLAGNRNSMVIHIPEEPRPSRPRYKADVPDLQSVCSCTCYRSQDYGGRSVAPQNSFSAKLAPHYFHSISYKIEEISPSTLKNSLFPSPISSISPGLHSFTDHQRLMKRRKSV
# KCNQ1 block: human KCNQ1 channel inhibition; P51787; CHO-K1 KCNQ1, FluxOR thallium flux fluorescence; active compounds read high; B-score at 10 µM; 1.3% of 310,000 active; AID 2642;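 active means compounds whose thallium flux B-score, printed positive for inhibition, exceeds three library SD while starting fluorescence stays within three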;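 further: channel opened by potassium depolarization with thallium stimulus after 20 min compound exposure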
# MrgX1 PAM: human MrgX1 positive allosteric modulation, primary screen; MrgX1-HEK293, Fluo-4 calcium flux, FDSS; active compounds read high; B-score at 10 µM; 0.63% of 310,000 active; AID 588675;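 active means plate-corrected calcium response at least 3 library SD above typical, normal starting fluorescence, not activating the receptor alone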;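 further: compound read alongside a low EC10 to EC30 dose of BAM8-22 agonist; peak minus trough fluorescence over baseline measured at the second addition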
# Target sequence (Q96LB2 whole entry, looked up): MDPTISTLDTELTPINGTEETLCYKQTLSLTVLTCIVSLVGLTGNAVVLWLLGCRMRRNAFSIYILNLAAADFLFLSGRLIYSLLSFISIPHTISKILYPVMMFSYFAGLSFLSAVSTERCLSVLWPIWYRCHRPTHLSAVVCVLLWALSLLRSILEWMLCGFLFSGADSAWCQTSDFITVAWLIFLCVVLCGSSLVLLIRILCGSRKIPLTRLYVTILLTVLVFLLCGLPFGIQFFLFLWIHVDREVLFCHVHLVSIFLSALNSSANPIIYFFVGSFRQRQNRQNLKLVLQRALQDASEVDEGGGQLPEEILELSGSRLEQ
# ANO1 block: mouse TMEM16A channel inhibition, primary screen; HEK293 TMEM16A/YFP iodide influx fluorescence, ionomycin; normalized B-score (activity score, 25-100; higher = stronger inhibition) at 10 µM; 1.2% of 310,000 active;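 active means ratio plate-corrected score three or more library SD toward inhibition, starting fluorescence score within five deviations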;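 further: score derived from kinetic fluorescence span divided by baseline fluorescence per well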
# KCNQ1 pot: potentiates or activates the human KCNQ1 potassium channel; AID 2648; 0.35% of 310,000 active; CHO-K1 KCNQ1, thallium flux FluxOR fluorescence; active compounds read high; B-score at 10 µM; P51787;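 active means fluorescence ratio B-score, a plate-corrected score, at least three library SD, with initial intensity B-score within 5 SD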
#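 Schedule – 37 °C overnight plating, 90-min dark dye load, 20-min compound pretreatment · System – stable KCNQ1 CHO-K1 line · Probe or stimulus – thallium- and potassium-containing depolarizing buffer · Measured by – kinetic FluxOR fluorescence, 10 s baseline plus 110 s post-stimulus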
# RGS4 pot: potentiators or activators of RGS4. HEK293 M3R/inducible RGS4, carbachol calcium flux Fluo4; active compounds read low. B-score at 10 µM. 0.92% of 310,000 active. AID 463111;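 active means B-score of the integrated calcium signal more than 4 SD below the library mean, with starting fluorescence not abnormally high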;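 further: negative B-score means reduced calcium response which marks RGS4 activation or potentiation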
#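 Material: M3R-expressing HEK293 line, RGS4 induced by doxycycline | Schedule: Overnight RGS4 induction, 30 min dye load 37 °C, 20 min compound RT | Measured by: Fluo4 fluorescence kinetic imaging of calcium | Read-out: Integrated calcium ratio converted to B score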
# MrgX1 agonist: agonists of human MrgX1 receptor | Q96LB2 | MrgX1-HEK293 cells, Fluo-4 calcium fluorescence, agonist mode; active compounds read high | B-score at 10 µM | 0.44% of 310,000 active;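 active means calcium response B-score plate-corrected fluorescence ratio at least 3 library SD, with starting fluorescence B-score inside 5 SD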
#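 Material: MrgX1-expressing HEK293 cells / Dosing: compound as first of three additions / Incubation: overnight seeding, then 1 h dark dye loading / Signal: Fluo-4 NW calcium fluorescence / Evaluation: B-scored fluorescence response ratio / Benchmarks: positive and negative control wells on each plate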
# KCNK3 block: human KCNK3 channel inhibition, primary screen; B-score at 10 µM; CHO-KCNK3 thallium flux, FluxOR fluorescence; active compounds read low; 0.84% of 340,000 active; AID 602410; O14649;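 active means B-score under library mean minus 4 SD, starting fluorescence ratio at most library mean plus 5 SD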;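 further: more negative B-score means stronger inhibition of thallium flux through KCNK3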
# TMEM16A act: activators or potentiators of mouse TMEM16A chloride channel. Q8BHY3. HEK293 TMEM16A/YFP-H148Q/I152L, iodide quench fluorescence; active compounds read low. B-score at 10 µM. 0.3% of 340,000 active;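 active means fluorescence-ratio B-score plate-corrected deviation score at least 3 library SD below zero, with starting fluorescence score within 5 deviations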;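 further: channel opened by trigger with iodide after compound preincubation; score built on the fluorescence ratio of max minus min over baseline; more negative score means more quench and so TMEM16A activation or potentiation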
# hERG rescue: compounds protecting human hERG from proarrhythmic drug block; Q12809; CHO-hERG, FluxOR thallium flux, dofetilide IC70 present; activation (rescue from dofetilide block), less the hit threshold, % at 10 µM; 0.51% of 310,000 active; AID 1511;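 active means activation above the mean of controls blocked by dofetilide plus 5 SD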;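 further: thallium influx through hERG after potassium depolarization seen as dye fluorescence rise; in these data hits start at about 4.7%; inactives centre near -7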
# RGS4 inh: human RGS4 inhibition; P49798; HEK293 M3R/RGS4 inducible, Fluo-4 calcium flux; active compounds read high; triggered by carbachol at its EC20; B-score at 10 µM; 0.45% of 310,000 active; AID 463165;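 active means B-score, a plate-corrected calcium signal, over three deviations above library mean, with baseline fluorescence within five deviations of library mean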;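 further: RGS4 expression induced by doxycycline in cells with stable M3 receptor; B-score is computed from the integrated fluorescence ratio over baseline after carbachol; higher B-score means a larger calcium signal and so more RGS4 inhibition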
# Target sequence (P49798 whole entry, looked up): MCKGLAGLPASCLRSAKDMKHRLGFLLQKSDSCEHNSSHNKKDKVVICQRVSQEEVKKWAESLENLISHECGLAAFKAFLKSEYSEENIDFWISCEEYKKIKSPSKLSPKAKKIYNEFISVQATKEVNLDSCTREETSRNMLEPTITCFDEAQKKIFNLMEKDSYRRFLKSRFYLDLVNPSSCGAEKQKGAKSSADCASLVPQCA
# Active calls of the source: *; i = inactive; · = no result given. Hits appear at their usual frequency. About 6.3% of those tested had a hit in this group.
SMILES,KCNK9 inh,KCNQ1 block,MrgX1 PAM,ANO1 block,KCNQ1 pot,RGS4 pot,MrgX1 agonist,KCNK3 block,TMEM16A act,hERG rescue,RGS4 inh
COc1ccc(/C(O)=C2/C(=O)C(=O)N(CCN3CCOCC3)C2c2ccc(C)cc2)cc1 (stereo not drawn),i,i,i,i,i,i,i,i,i,-2,i
Cc1ccc(C)c(S(=O)(=O)NCc2ccc(C(=O)N3CC(C)OC(C)C3)cc2)c1 (stereo not drawn),i,i,i,i,i,i,i,i,i,-2,i
C[C@H](NC(=O)OCc1ccccc1)C(=O)NNC(=O)[C@H](Cc1ccccc1)NC(=O)OC(C)(C)C,i,i,i,i,i,i,i,i,i,-6,i
COC(=O)c1cc(C(=O)c2ccccc2)n2c(=O)/c(=C\N(C)C)sc12,i,i,i,i,i,i,i,·,·,-4,i
Cc1[nH]nc(SCC(=O)NCc2ccccc2)c1[N+](=O)[O-],i,i,i,i,i,i,i,i,i,0,i
CCOC(=O)N1CCN(Cc2nc3cc(NC(=O)CC(C)C)ccc3n2C)CC1,i,i,i,i,i,i,i,i,i,-7,i
O=C(CSc1nc(O)cc(=O)n1-c1ccccc1)NC1CCCCC1,i,i,i,i,i,i,i,i,i,-11,i
COCCN1C=C2C(=O)C(C)(OC(=O)CCc3ccccc3)C(=O)C=C2C=C1c1ccc(C#N)cc1 (stereo not drawn),i,i,i,i,i,i,i,i,i,-14,i
COCCSc1ccccc1C(=O)Nc1ccc(Cl)cc1,i,i,i,i,i,i,i,i,i,-15,i
CC1=N/C(=C\c2ccc([N+](=O)[O-])cc2)C(=O)N1c1ccc(F)cc1F,i,i,17*,i,i,i,i,i,i,-4,i
CCOc1ccc(C(=O)NCc2cccnc2)cc1,i,i,i,i,i,i,i,i,i,-1,i
CCOC(=O)C1CN(S(=O)(=O)c2ccc(C)cc2)C1,i,i,i,i,i,i,i,i,i,-11,i
O=[N+]([O-])c1ccc2c3n([n+]([O-])c2c1)CCN=C3c1ccc(Cl)cc1,i,i,i,i,i,i,i,i,i,-4,i
CC1CCCC2(C1)NC(=S)c1c(sc3c1CCCC3)N2 (stereo not drawn),i,i,i,i,i,i,i,i,i,-8,i
O=C(NC(=S)Nc1cccnc1)c1cc2ccccc2o1,i,i,i,i,23*,i,i,i,i,15*,i
O=C(Nc1ccccc1[N+](=O)[O-])C1(c2ccccc2)CCOCC1,i,i,i,i,i,i,i,i,i,-1,i
Cc1ccc(Cn2c(C)nc3c(c2=O)c2nc4ccccc4nc2n3Cc2ccco2)cc1,i,i,i,i,i,i,i,i,i,-11,i
CCCn1c(N)c(C(=O)CN2CCN(S(=O)(=O)c3cccs3)CC2)c(=O)[nH]c1=O,i,i,i,i,i,i,i,i,i,-7,i
O=C(/C=C/c1ccc(O)cc1)c1ccccc1,i,i,i,i,i,i,i,i,i,-18,i
CC(O)CNc1ncnc2nc[nH]c12 (stereo not drawn),i,i,i,i,i,i,i,i,i,-8,i
Cc1ccc(C(=O)C2CCN(C(=S)NCCCOC(C)C)CC2)cc1,i,i,i,i,i,i,i,i,i,-11,i
COc1ccc(NC(=O)C(OC)c2ccccc2)cc1Cl (stereo not drawn),i,i,i,i,i,i,i,i,i,-4,i
Cc1ccc(Cn2ncc3c(N4CCN(CC#N)CC4)ncnc32)cc1,i,i,i,i,i,i,i,i,i,-13,i
COc1ccc(OC)c(S(=O)(=O)NNC(=S)Nc2ccc3c(c2)OCO3)c1,i,i,i,i,i,i,i,i,i,-9,i
COc1cc(OC)cc(C(=O)NC2CCN(C(=O)N3c4ccccc4Sc4ccccc43)CC2)c1,i,i,i,i,i,i,i,i,i,-9,i
CCOC(=O)c1ccccc1NC(=O)CSc1nc2ccccc2c(=O)[nH]1,i,i,i,i,i,i,i,i,i,-8,i
CSc1cccc(NC(=S)N(CCN(C)C)C(C)c2ccncc2)c1 (stereo not drawn),i,i,i,i,i,i,i,i,i,-6,i
O=C(CSc1nccc(=O)[nH]1)c1c[nH]c2ccccc12,i,i,i,i,i,i,i,i,i,-4,i
COc1ccc(-c2c(C(C)=O)c(C)nc3sc4c(=N)n(N)cnc4c23)cc1,i,i,i,i,i,i,i,i,i,-2,i
CCCCNC(=O)C(=O)N/N=C/c1ccc(C(=O)OC)cc1,i,i,i,i,i,i,i,i,i,-12,i
CC[n+]1c(/C=C/N(C)c2ccccc2)oc2ccc(F)cc21,i,i,i,i,i,i,i,i,i,-17,i
C=CC[N+](C)(C)CCCNC(=O)/C=N/O,i,i,i,i,i,i,i,i,i,-3,i
CCCC(=Nc1ccc(N)cc1)C1=C(O)C(C(=O)OC)C(C)(C)CC1=O (stereo not drawn),i,i,i,i,i,i,i,i,i,-16,i
CC(C)CC(C(=O)NC1CCCC1)N(Cc1cccs1)C(=O)c1snc(C(N)=O)c1N (stereo not drawn),i,i,i,i,i,i,i,i,i,-32,i
CC1(C)Cc2c(ccc3ccccc23)C(NNC(=O)c2cccnc2)=N1,i,i,i,i,i,i,i,i,i,0,i
COc1cccc(C(=O)Nc2ccc(F)c(F)c2F)c1,i,i,i,i,i,i,i,i,i,-5,i
O=C(CC(O)(c1ccccc1)C(F)(F)F)c1cccs1 (stereo not drawn),i,i,i,i,i,i,i,i,i,-8,i
Cc1cccc(C(=O)N[C@H](C(=O)Nc2nc3ccc(S(C)(=O)=O)cc3s2)C(C)C)c1,i,i,i,i,i,i,i,i,i,-18,i
COc1ccc(NC(=O)C2CCCN(S(=O)(=O)c3c(C)n[nH]c3C)C2)cc1OC (stereo not drawn),i,i,i,i,i,i,i,i,i,-3,i
CC(C)NC(=O)NC(=O)COC(=O)c1ncc(Cl)c(Cl)c1Cl,i,i,i,i,i,i,i,i,i,-10,i
O=C(NNC(=O)C1C2C=CC(C2)C1C(=O)O)c1ccccc1O (stereo not drawn),i,i,i,i,i,i,i,i,i,-2,i
CC(C)n1c(SCC(=O)Nc2nncs2)nnc1-c1ccco1,i,i,i,i,i,i,i,·,·,-7,i
CC(=O)N(CN1C(=O)CCC1=O)c1ccc(Cl)c(Cl)c1,i,i,i,i,i,i,i,i,i,-15,i
CC(=O)Nc1ccc2c(c1)nc1n2CCSC1,i,i,i,i,i,i,i,i,i,-6,i
CC(C)CN1C(=O)c2ccc(C(=O)Nc3ccccn3)cc2C1=O,i,i,i,i,i,i,i,i,i,-12,i
O=C(Cn1ccc([N+](=O)[O-])n1)N1CCCCCC1,i,i,i,i,i,i,i,i,i,-10,i
CCOC(=O)C1(C(F)(F)F)N=C(C(F)(F)F)Nc2ccc(F)cc21 (stereo not drawn),i,i,i,i,i,i,i,i,i,-8,i
O=C(/C=C/c1cccc([N+](=O)[O-])c1)NCCN1CCOCC1,i,i,i,i,i,i,i,i,i,-9,i
CCC1=C(OC(=O)N(CC)CC)N2C(=O)OC(=NCC3CC3)[C@]2(C)[C@H]2C1=CC[C@H]1C(=O)N(CC)C(=O)[C@H]12,i,i,i,i,i,i,i,i,i,-10,i
Cc1ccc(OCC(=O)Nc2ccc(S(=O)(=O)N3CCOCC3)cc2)c([N+](=O)[O-])n1,i,i,i,i,i,i,i,i,i,-3,i
COc1cc(C(=O)OCCCOC(=O)c2cc(OC)c(OC)c(OC)c2)cc(OC)c1OC,i,i,i,i,i,i,i,i,i,-7,i
CC(=O)N/N=C(\C)c1cccc(NC(=O)c2cccs2)c1,i,i,i,i,i,i,i,i,i,-8,i
CCCCn1c(O)c(N=NC(=O)Cn2c(C(F)(F)F)nc3ccccc32)c2ccccc21,i,i,i,i,i,i,i,i,i,-5,i
CCOc1cc(C(=O)OCC(=O)Nc2ccc(SC(F)F)cc2)cc(OCC)c1OCC,i,i,i,i,i,i,i,i,i,-9,i
COC(=O)c1sc(N)nc1C(C)(C)C,i,i,i,i,i,i,i,i,i,-1,i
CCOC(=O)c1nnn(-c2nonc2N)c1CN(CC)CC,i,i,i,i,i,i,i,i,i,-5,i
CC1=CN2C(=NC(=O)CC2(C)C(=O)N(CC(=O)NC2CCCC2)Cc2ccc(Cl)cc2)C=C1 (stereo not drawn),i,i,i,i,i,i,i,i,i,-3,i
CCS(=O)(=O)N1CCN(c2cc3c(cc2[N+](=O)[O-])n(C)c(=O)n3C)CC1,i,i,i,i,i,i,i,i,i,-9,i
COc1cc2c3c(c1OC)C1(C=CC(=O)C=C1)CC3N(C(C)=O)CC2 (stereo not drawn),i,i,i,i,i,i,i,i,i,-4,i
O=C(O)/C=C/c1cn(Cc2ccccc2)nc1-c1cccs1,i,i,i,i,i,i,i,i,i,-12,i

# Next part; the last 2 above are carried over.
SMILES,KCNK9 inh,KCNQ1 block,MrgX1 PAM,ANO1 block,KCNQ1 pot,RGS4 pot,MrgX1 agonist,KCNK3 block,TMEM16A act,hERG rescue,RGS4 inh
COc1cc2c3c(c1OC)C1(C=CC(=O)C=C1)CC3N(C(C)=O)CC2 (stereo not drawn),i,i,i,i,i,i,i,i,i,-4,i
O=C(O)/C=C/c1cn(Cc2ccccc2)nc1-c1cccs1,i,i,i,i,i,i,i,i,i,-12,i
CCN(CC)S(=O)(=O)c1ccc(C(=O)NCCCn2ccnc2)cc1,i,i,i,i,i,i,i,i,i,-23,i
Cc1ccc(-c2nc(C(=O)NCCCN3CCOCC3)cc3c2[nH]c2ccccc23)cc1,i,i,i,i,i,i,i,i,i,-26,i
O=[N+]([O-])c1ccc(-c2cnc(SCc3ccccc3Cl)[nH]2)cc1,i,i,i,100*,i,i,i,i,i,-6,i
NCCN1CCN(CC(=O)N2c3ccccc3C(=O)Nc3cccnc32)CC1,i,i,i,i,i,i,i,i,i,-8,i
COc1cc(/C=N/Nc2cccc(C)c2)ccc1OC(=O)c1cccs1,·,·,i,i,·,·,i,i,i,·,·
O=C(NC(=Nc1ccccc1)N1CCOCC1)Nc1ccccc1,i,i,i,i,i,i,i,i,i,2,i
O=C(O)c1ccc(NS(=O)(=O)c2ccc3c(c2)C(=O)c2cc(S(=O)(=O)Nc4ccc(C(=O)O)cc4)ccc2-3)cc1,i,i,i,i,i,i,i,i,i,-11,i
CCOc1ccc(S(=O)(=O)NC(C)C(=O)NCc2ccc3c(c2)OCO3)cc1 (stereo not drawn),i,i,i,i,i,i,i,i,i,-9,i

# High-throughput results from PubChem.
